High-throughput results from PubChem BioAssay.
PfHsp90 set2: inhibits growth of yeast expressing Plasmodium falciparum Hsp90 | inhibition, % at 9.4 µM | S. cerevisiae expressing PfHsp90, BacTiter-Glo ATP, 48 h; yeast lacking PDR1 and PDR3 efflux regulators | 310,000 compounds, 0.32% hits;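 active means every replicate shows inhibition above about 80%, whatever the replicate mean, limit read from the data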;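 further: 0% = DMSO neutral controls and 100% = 20 µM radicicol positive controls; yeast relying on Plasmodium falciparum Hsp90 in place of its own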
Tat export inh: blocks Tat-dependent protein export in E. coli. E. coli MC4100 TorA-mCherry Tat export, fluorescence. inhibition, % at 10 µM. 340,000 compounds, 0.036% hits. AID 488895;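 active means mean replicate inhibition at least 50% and at least half of replicates individually reaching 50%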;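 further: exported cargo escapes ClpAP degradation while cytoplasmic cargo is degraded and loses fluorescence; 0% = median of neutral control wells and 100% = median of NaSCN control wells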
phage Ecoli inh: E. coli growth loss with phage present; 360,000 compounds, 0.26% hits; inhibition, % at 11.9 µM; growth absorbance; in the data active means inhibition above about 11%
DAGLB inh: blocks human DAGLB lipase activity; inhibition, % at 5.17 µM; HEK293T DAGLB membrane lysate, EnzChek fluorogenic substrate; AID 504411; 340,000 compounds, 0.059% hits; in the data active means inhibition above about 34%;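 further: 0% = enzyme with vehicle and 100% = wells lacking enzyme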
Target sequence (Q8NCG7 whole entry, looked up): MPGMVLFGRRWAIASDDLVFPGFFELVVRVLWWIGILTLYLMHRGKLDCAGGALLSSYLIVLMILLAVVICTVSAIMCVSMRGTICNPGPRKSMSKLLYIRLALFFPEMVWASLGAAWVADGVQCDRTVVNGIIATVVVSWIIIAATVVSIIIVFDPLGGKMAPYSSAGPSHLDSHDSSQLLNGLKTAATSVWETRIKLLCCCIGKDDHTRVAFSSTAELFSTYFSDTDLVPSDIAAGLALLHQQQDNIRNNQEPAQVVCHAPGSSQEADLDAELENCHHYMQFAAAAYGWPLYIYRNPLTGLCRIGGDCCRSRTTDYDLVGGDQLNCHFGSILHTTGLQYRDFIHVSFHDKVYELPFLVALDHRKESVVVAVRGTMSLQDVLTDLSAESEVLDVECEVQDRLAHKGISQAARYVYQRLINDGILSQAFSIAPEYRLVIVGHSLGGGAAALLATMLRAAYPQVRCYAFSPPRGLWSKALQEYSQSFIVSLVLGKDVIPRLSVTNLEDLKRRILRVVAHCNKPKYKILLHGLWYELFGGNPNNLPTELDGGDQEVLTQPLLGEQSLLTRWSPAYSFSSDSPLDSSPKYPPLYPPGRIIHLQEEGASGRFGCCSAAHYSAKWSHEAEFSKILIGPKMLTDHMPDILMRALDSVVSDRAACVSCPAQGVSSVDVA
E coli growth: reduces bacterial viability in AddAB counter-screen. E. coli V3065 growth, OD600 absorbance, 18 h. 330,000 compounds, 0.27% hits. inhibition, % at 11.9 µM;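 active means inhibition above the campaign's mean inhibition across all tested compounds plus 3 SD, cut at about 9.9% in these data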;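 further: uninfected addAB+ strain grown without phage in ampicillin broth; 0% = DMSO wells and 100% = ciprofloxacin 0.95 µg/ml wells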
CAL PDZ FP: inhibitors of human CAL PDZ peptide binding; Q9HD26; purified CAL PDZ, TMR-peptide fluorescence polarization, 1 h; inhibition, % at 20 µM; 330,000 compounds, 0.02% hits; AID 504414;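 active means highest replicate inhibition of at least 40%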;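 further: plate controls were DMSO neutral control wells for no effect and unlabeled competitor peptide control wells for full effect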
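Material: tagged CAL PDZ domain; buffer or medium: 25 mM sodium phosphate pH 7.4, 150 mM NaCl, TCEP, IgG, Thesit; compound dosing: single point, 20 µM; schedule: 1 h incubation at room temperature before polarization reading; measured by: FP readout, S and P plane fluorescence; read-out basis: percent inhibition from loss of millipolarization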
AddAB inh: less growth of phage-infected E. coli with AddAB. E. coli expressing H. pylori AddAB, absorbance growth. inhibition, % at 11.9 µM. 330,000 compounds, 0.29% hits. AID 435030; in the data active means inhibition above about 12%;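 further: 0% = vehicle wells of infected cells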
PvdQ acylase: P. aeruginosa PvdQ acylase inhibition. purified PvdQ acylase, fluorescence plate reader. inhibition, % at 10 µM. 340,000 compounds, 0.063% hits. AID 488965; in the data active means inhibition above about 30%, passing the limit was not always enough;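 further: 0% = vehicle neutral wells and 100% = reference inhibitor wells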
Wnt bcat act: activators of Wnt/beta-catenin signaling; Wnt/beta-catenin reporter cell assay, activator, plate reader; AID 743398; 300,000 compounds, 1.2% hits; activation, % at 9.35 µM; in the data active means activation above about 30%, passing the limit was not always enough;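 further: 0% = neutral control wells and 100% = positive control wells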
Rtt109 Vps75: blocks Candida albicans Rtt109/Vps75 acetyltransferase activity; inhibition, % at 34.9 µM; 330,000 compounds, 0.16% hits; Q5AAJ8; purified Rtt109/Vps75, ThioGlo CoA-SH fluorescence, 4 h; AID 540336;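 active means inhibition of at least 50% in every replicate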
Target sequence (Q5AAJ8 whole entry, looked up): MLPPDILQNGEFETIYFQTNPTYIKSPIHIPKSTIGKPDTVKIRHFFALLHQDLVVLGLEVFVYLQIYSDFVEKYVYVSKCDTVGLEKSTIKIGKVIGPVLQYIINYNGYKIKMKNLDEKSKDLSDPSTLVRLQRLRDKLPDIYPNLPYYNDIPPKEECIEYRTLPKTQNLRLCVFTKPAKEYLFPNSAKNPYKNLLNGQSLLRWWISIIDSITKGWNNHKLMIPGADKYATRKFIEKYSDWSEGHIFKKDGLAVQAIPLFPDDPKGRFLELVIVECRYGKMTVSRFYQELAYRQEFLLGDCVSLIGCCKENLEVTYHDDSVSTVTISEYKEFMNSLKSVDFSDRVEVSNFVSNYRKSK
The depositor's hits bear a star; . = no result given.

SMILES	PfHsp90 set2	Tat export inh	phage Ecoli inh	DAGLB inh	E coli growth	CAL PDZ FP	AddAB inh	PvdQ acylase	Wnt bcat act	Rtt109 Vps75
CC(C)CCNC(=O)NC(=O)COc1c(F)c(F)cc(F)c1F	-42	16	0.2	-6	0.3	0.2	2.1	-18	.	3
Cc1cc(C(=O)N2CCN(c3ccc([N+](=O)[O-])cc3)CC2)co1	.	8	0.7	0	0.8	-0.2	1.0	11	-1	0
Cc1cccc(SCC(=O)Nc2ccccc2[N+](=O)[O-])c1	-36	7	-1.4	-7	-0.9	0.2	0.2	-13	-1	-9
Cc1nc(-c2ccc(Br)cc2)ccc1C(=O)O	5	-5	1.5	2	2.3	-1.6	1.1	-10	.	2
COC(=O)C1=C(C)N(Cc2ccccc2)C(=NCc2cccc(C(F)(F)F)c2)N[C@H]1c1cccc(C(F)(F)F)c1	-11	5	.	-1	5.1	-0.6	9.7	-12	.	1
O=C(NCc1ccc2c(c1)OCO2)c1ccc(-c2ccc(Cl)cc2)o1	-61	11	5.7	-3	1.9	-2.2	0.7	-1	.	.
Cc1ccc(NS(=O)(=O)c2ccc3c(c2)n(C)c(=O)n3C)cc1	29	0	.	2	-0.4	0.0	-0.1	-5	.	11
CS(=O)(=O)c1ccc(Cl)c(NC(=O)COC(=O)CNC(=O)c2ccccc2)c1	-33	-7	0.1	-1	1.0	.	4.3	-18	-20	-9
COc1cccc(-c2nc(CS(=O)(=O)CC(=O)NCc3ccccc3)c(C)o2)c1	14	1	2.5	-3	-0.5	0.9	-1.6	-15	-5	-2
O=C(O)c1ccccc1Sc1ncnc2sc3c(c12)CCC3	18	3	-0.9	-2	-0.3	.	-1.0	-21	-2	-3
CCOc1ccc(/C=C\c2nc(O)c([N+](=O)[O-])c(=O)[nH]2)cc1OCC	-9	-6	0.2	-1	-0.6	0.1	-2.1	-8	0	-17
O=C(COC(=O)C1=COCCO1)Nc1ccc(OC(F)F)cc1	-1	-2	-0.2	-1	-2.2	-1.5	1.4	1	2	-1
Cc1cc(F)ccc1S(=O)(=O)N1CCCOC1CNC(=O)C(=O)NC1CC1 (configuration not stated)	4	-1	1.3	-2	2.8	-1.9	-1.0	-1	-1	5
COc1ccc(OCc2cc(C(=O)NCC(C)Oc3cccnc3)no2)c(Cl)c1 (configuration not stated)	8	-1	0.6	2	-2.0	-0.7	2.1	-21	5	-1
COc1ccccc1NS(=O)(=O)N(C)C	8	-8	4.1	-1	-0.5	-0.6	2.8	-6	.	3
CCCCc1nc2ccccc2c(NC(=O)CN2CCN(C)CC2)c1CCC	18	-3	3.1	-1	1.6	-0.1	0.2	-17	.	10
CN(CC(=O)Nc1ccccc1Cl)C(=O)CN1C(=O)NC(c2ccccc2)(c2ccccc2)C1=O	-2	3	1.8	-1	-0.7	-1.5	0.4	-14	7	12
COc1ccccc1CNC(=O)CCN1C(=O)COc2ccccc21	5	-3	2.3	0	-4.3	-2.5	-0.9	-13	1	-24
OCCNCCCOc1ccc(Cl)cc1Br	15	-10	1.3	2	-0.8	0.4	-1.9	-6	.	7
COc1ccc(S(=O)(=O)N2CCN(C(=O)CCOc3ccccc3)CC2)cc1OC	-3	6	1.8	-3	-0.9	-0.5	-0.1	1	-3	3
CCCCc1ccc(NC(=S)NCc2ccc(OC)cc2)cc1	-6	-1	4.2	-1	-0.6	-3.0	4.8	-2	.	.
COc1ccc(OC)c(CN2CCCC(C(=O)N3CCCCC3)C2)c1 (configuration not stated)	15	3	1.6	2	-1.4	-0.6	-0.6	-12	.	6
CC(=O)/C(=N\Nc1cccc(Cl)c1)Sc1cccc2cccnc12	13	8	1.8	0	-0.9	-0.1	1.6	3	.	-2
Cc1ccccc1NC(=S)NCc1cccs1	.	-7	3.0	3	3.1	-0.7	3.3	-9	.	2
CCc1ccc(C2=NN(C(=O)CCC(=O)O)C(c3cccs3)C2)cc1 (configuration not stated)	-13	-3	2.5	-3	-2.1	-2.1	2.6	-1	9	10

Reprinted at random: four compounds from above
SMILES	PfHsp90 set2	Tat export inh	phage Ecoli inh	DAGLB inh	E coli growth	CAL PDZ FP	AddAB inh	PvdQ acylase	Wnt bcat act	Rtt109 Vps75
COc1ccc(S(=O)(=O)N2CCN(C(=O)CCOc3ccccc3)CC2)cc1OC	-3	6	1.8	-3	-0.9	-0.5	-0.1	1	-3	3
O=C(COC(=O)C1=COCCO1)Nc1ccc(OC(F)F)cc1	-1	-2	-0.2	-1	-2.2	-1.5	1.4	1	2	-1
COc1ccccc1CNC(=O)CCN1C(=O)COc2ccccc21	5	-3	2.3	0	-4.3	-2.5	-0.9	-13	1	-24
COc1ccccc1NS(=O)(=O)N(C)C	8	-8	4.1	-1	-0.5	-0.6	2.8	-6	.	3

Later entries
SMILES	PfHsp90 set2	Tat export inh	phage Ecoli inh	DAGLB inh	E coli growth	CAL PDZ FP	AddAB inh	PvdQ acylase	Wnt bcat act	Rtt109 Vps75
CCOc1ccc(NC(=O)CC(=O)Nc2ccc(OCC)cc2)cc1	17	15	5.2	-1	-2.7	-0.4	-3.5	-10	0	2
Cc1ccc(C(C2=C(O)CC(C)(C)CC2=O)C2C(=O)CC(C)(C)CC2=O)s1 (configuration not stated)	23	1	1.1	1	-0.6	0.1	1.4	1	-4	-6
COc1ccc(OC)c(CNC(=O)C2CCC(=O)N2C(C)C)c1 (configuration not stated)	24	-12	1.6	-1	-0.7	-0.6	0.6	-5	0	0
Cc1ccc2nc(SCC(=O)c3ccccc3)nc(=O)n2c1	.	-3	5.4	2	1.3	-2.0	1.0	-11	12	6
O=C(NC1CCCCCC1)C(=S)NCc1ccccc1	21	3	5.1	-4	1.5	-1.1	0.2	-23	-3	5
CC1CCN(c2cc(N3CCC(C)CC3)c([N+](=O)[O-])cc2/C=C(\C#N)c2nn(-c3ccccc3)c(N)c2C#N)CC1	-12	-11	-0.8	1	0.9	-0.1	-1.2	15	-9	-9
CCNc1nc(C#N)nc2c1ncn2-c1cc(F)cc(F)c1	1	-8	3.6	-4	0.0	-0.1	0.8	-10	-1	4
CCOC(=O)c1ccc(-n2c(N)c(C(=O)NCC3CCCO3)sc2=S)cc1 (configuration not stated)	9	-9	4.1	0	0.3	0.8	-0.9	11	-6	6
O=C(OCc1ccccc1)/C(=C/c1ccccc1Cl)NC(=O)c1ccco1	-12	-3	1.0	-4	-0.4	-2.3	4.8	-13	-1	6
COc1ccc(OCc2nnc(SCC(=O)Nc3cccc(Cl)c3)o2)cc1	-5	3	0.9	-4	-0.9	-3.6	-0.4	1	-1	0
CCN1CCN(c2ccc(Cl)cc2NC(=O)c2ccco2)CC1	.	-1	0.5	0	-1.0	-1.4	1.1	-6	-1	6
Cc1ccc(NC(=O)COC(=O)C2=NNC(=O)CC2)c(Br)c1	1	-14	2.9	-1	1.1	-1.0	2.0	8	2	5
OC(CNCCc1ccc(C(F)(F)F)cc1)COC(c1ccccc1)c1ccccc1 (configuration not stated)	-8	13	1.4	-7	4.2	-1.0	-0.6	10	-2	-4
CC(=O)N1CCc2cc(S(=O)(=O)NC(C(=O)Nc3ccc4c(c3)OCCO4)C(C)C)ccc21 (configuration not stated)	2	-4	1.6	1	1.3	-1.6	0.5	12	.	1
CC(NC(=O)C(=O)N/N=C/c1ccccc1)c1ccccc1 (configuration not stated)	-28	-2	3.7	0	2.0	-0.4	-1.2	-11	5	-13
Cc1ccc(CN(C)C(=O)c2ccccc2NC(=O)c2ccccc2)o1	-12	0	1.1	-5	-0.2	-0.7	-0.6	8	3	1
Nc1nnc(SCCOc2cccc(Br)c2)s1	-3	3	3.5	-5	0.1	1.2	2.5	-6	.	2
CC(n1cnnn1)C12CC3CC(CC(C3)C1)C2 (configuration not stated)	-9	1	2.9	-1	0.6	-1.9	3.3	2	0	-5
O=C1NC(=O)C(=O)N1	3	-2	2.9	3	2.1	-0.9	0.4	-7	-3	-3
CC(C)NC(=O)NC(=O)CN1C(=O)NC2(CCc3ccccc3C2)C1=O (configuration not stated)	-5	-9	2.9	-1	-0.2	-1.1	-0.4	-22	-4	0
COc1ccc(S(=O)(=O)N2CCN(C)CC2)cc1C(=O)N1CCCCC1	-12	-6	1.0	0	1.8	-1.9	1.7	-9	1	7
Nc1cc(Cl)nc(N/N=C/c2ccccc2[N+](=O)[O-])n1	7	-2	2.1	1	-1.2	-0.4	1.7	-7	.	3
COc1ccc(-c2cc(=O)oc3cc(OCC(C)=O)ccc23)cc1	32	-7	3.5	-2	-2.9	-2.6	2.4	-6	-1	-2
O=C(CCCNS(=O)(=O)c1ccc(Cl)c(Cl)c1)NCCc1ccccn1	-2	-2	1.2	-3	-1.2	-0.1	-3.8	-12	-2	2
O=C(NCCN1CCOCC1)c1csc2c1CCCCC2	-7	-3	1.2	-1	-3.7	-1.5	0.3	-6	5	2
Remaining list, next part.
SMILES	PfHsp90 set2	Tat export inh	phage Ecoli inh	DAGLB inh	E coli growth	CAL PDZ FP	AddAB inh	PvdQ acylase	Wnt bcat act	Rtt109 Vps75
NNC(=O)[C@@H]1C[C@@H]1c1ccccc1	33	-3	2.9	-1	0.2	-1.9	1.3	-15	-2	4
O=C1COc2ccc(S(=O)(=O)N3CCC(C(=O)NCc4ccccc4)CC3)cc2N1	-13	-1	2.0	4	-0.7	-2.3	-0.6	-11	0	-11
COc1ccc(C(=S)N2CCN(c3ccccc3C)CC2)cc1	-13	-2	0.6	-17	1.2	0.0	1.1	-2	4	-1
CCOc1ccc(N(C(=O)c2snc(C(N)=O)c2N)C(C(=O)NC2CCCC2)C(C)C)cc1 (configuration not stated)	-25	-1	3.1	-2	1.8	-0.8	1.5	-6	-3	-11
CC(OC(=O)c1cccc(Cl)c1)C(=O)NC1CCCCC1C (configuration not stated)	-10	2	4.0	-4	-0.4	-1.8	1.5	-15	-1	-9
CC(=O)Nc1cccc(OCCCNC(=O)c2cccc3ccccc23)c1	14	-3	-0.5	.	3.8	-0.9	1.1	-12	3	3
CC1CCN(S(=O)(=O)c2cccc(C(=O)Nc3ccccn3)c2)CC1	7	-3	1.9	1	2.5	-2.0	2.9	3	.	3
O=C(NC1CCCC1)c1cccc(Oc2ccccc2)c1	-14	-2	2.3	-4	0.8	-2.1	4.5	-26	25	.
COc1ccc(C(=O)OCC(=O)NC2CCCC2)c(OC)c1OC	-58	2	-1.5	-2	1.1	-0.4	0.2	-18	3	-10
Cc1ccc(OCCNC(=O)c2ccco2)cc1C	-10	7	1.6	0	0.2	.	2.5	-19	-1	-4
CCOC(=O)c1ccc(N2C(=O)C3C(C2=O)C(C(=O)c2ccc(Cl)cc2)N2CCCC32)cc1 (configuration not stated)	-3	-3	0.6	0	-3.4	-0.4	2.4	-5	-9	5
N#CCCN(C(=O)COC(=O)CCc1c[nH]c2ccccc12)c1ccccc1	5	-2	1.7	0	1.2	-0.7	1.0	5	-1	3
C=CCS(=O)(=O)N1CCCC(N2CCN(c3ccccc3OC)CC2)C1 (configuration not stated)	-3	1	2.9	1	-0.5	.	1.5	-16	1	3
c1cncc(N=c2scc(-c3cccc4ccccc34)n2CCCn2ccnc2)c1	-7	3	2.8	4	-0.7	-1.9	4.0	1	-3	7
CCN1C(=O)c2cccc3c(N)ccc1c23	5	-8	3.9	4	-2.7	1.0	1.2	-12	6	-16
Cc1c(C(=O)Nc2ccc(Cc3ccncc3)cc2)cccc1[N+](=O)[O-]	6	-4	0.6	0	0.7	-0.3	0.9	-11	2	0
O=C(COC(=O)Cc1n[nH]c(=O)c2ccccc12)Nc1ccc(Cl)cn1	11	-3	3.1	1	0.0	1.3	1.9	-8	0	3
